phage Ecoli inh: E. coli growth loss with phage present. growth absorbance. inhibition, % at 11.9 µM. hit rate 0.26% among 360,000. AID 651602; in the data active = inhibition above about 11%
Tat export inh: inhibitors of E. coli Tat protein transport; AID 488895; E. coli MC4100 TorA-mCherry Tat export, fluorescence; hit rate 0.036% among 340,000; inhibition, % at 10 µM;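 active = mean replicate inhibition at least 50% and at least half of replicates individually reaching 50%; inconclusive = only one of the two criteria met; inactive = neither criterion met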;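 also: exported cargo escapes ClpAP degradation while cytoplasmic cargo is degraded and loses fluorescence; 0% = median of neutral control wells and 100% = median of NaSCN control wells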
CAL PDZ FP: human CAL PDZ-peptide interaction inhibition; purified CAL PDZ, TMR-peptide fluorescence polarization, 1 h; inhibition, % at 20 µM; hit rate 0.02% among 330,000; AID 504414;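 active = highest replicate inhibition of at least 40%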;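 also: plate controls were DMSO neutral control wells for no effect and unlabeled competitor peptide control wells for full effect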
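Test system: tagged CAL PDZ domain / Buffer or medium: sodium phosphate/NaCl buffer pH 7.4 with TCEP, IgG, Thesit / Reagent: TMR-labelled reporter peptide T*-PRC34 bound in PDZ groove / Compound dosing: single point, 20 µM / Schedule: 1 h incubation at room temperature before polarization reading / Technique: fluorescence polarization (mP) / Benchmarks: unlabelled peptide, DMSO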
Ecoli viability: counter-screen for AddAB inhibitors: E. coli growth inhibition | E. coli V3065 growth, OD600 absorbance, 18 h | inhibition, % at 11.9 µM | hit rate 0.27% among 330,000 | AID 449728;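 active = inhibition above the campaign's mean inhibition across all tested compounds plus 3 SD, cut at about 9.9% in these data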;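 also: uninfected addAB+ strain grown without phage in ampicillin broth; 0% = DMSO wells and 100% = ciprofloxacin 0.95 µg/ml wells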
AddAB inh: less growth of phage-infected E. coli with AddAB. E. coli expressing H. pylori AddAB, absorbance growth. inhibition, % at 11.9 µM. hit rate 0.29% among 330,000. AID 435030; in the data active = inhibition above about 12%;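 also: 0% = vehicle wells of infected cells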
Wnt bcat act: Wnt/beta-catenin pathway activation; Wnt/beta-catenin reporter cell assay, activator, plate reader; activation, % at 9.35 µM; hit rate 1.2% among 300,000; AID 743398; in the data active = activation above about 30%, passing the limit was not always enough; inconclusive = no clear call, values can overlap the other calls;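 also: 0% = neutral control wells and 100% = positive control wells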
DAGLB inh: blocks human DAGLB lipase activity; Q8NCG7; HEK293T DAGLB membrane lysate, EnzChek fluorogenic substrate; inhibition, % at 5.17 µM; hit rate 0.059% among 340,000; AID 504411; in the data active = inhibition above about 34%;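 also: 0% = enzyme with vehicle and 100% = wells lacking enzyme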
Target sequence (Q8NCG7 whole entry, looked up): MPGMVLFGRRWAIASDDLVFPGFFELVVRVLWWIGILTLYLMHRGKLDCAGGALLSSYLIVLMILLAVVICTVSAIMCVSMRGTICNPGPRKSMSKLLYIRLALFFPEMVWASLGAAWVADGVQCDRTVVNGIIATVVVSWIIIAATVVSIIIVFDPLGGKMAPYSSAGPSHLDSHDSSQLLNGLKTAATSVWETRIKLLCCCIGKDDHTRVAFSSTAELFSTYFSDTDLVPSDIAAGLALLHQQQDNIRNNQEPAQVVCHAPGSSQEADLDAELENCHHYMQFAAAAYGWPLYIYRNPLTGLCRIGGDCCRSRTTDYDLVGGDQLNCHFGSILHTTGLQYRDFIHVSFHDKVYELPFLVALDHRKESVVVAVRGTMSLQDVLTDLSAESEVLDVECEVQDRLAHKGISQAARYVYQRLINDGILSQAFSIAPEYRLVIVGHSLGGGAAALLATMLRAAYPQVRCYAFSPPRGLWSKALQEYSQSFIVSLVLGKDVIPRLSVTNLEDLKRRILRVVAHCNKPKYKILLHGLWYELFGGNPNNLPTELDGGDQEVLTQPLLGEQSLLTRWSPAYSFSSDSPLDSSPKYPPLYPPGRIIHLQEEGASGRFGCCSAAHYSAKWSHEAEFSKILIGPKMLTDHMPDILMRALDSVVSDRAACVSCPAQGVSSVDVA
Rtt109 HAT inh: blocks Candida albicans Rtt109/Vps75 acetyltransferase activity | purified Rtt109/Vps75, ThioGlo CoA-SH fluorescence, 4 h | inhibition, % at 34.9 µM | hit rate 0.16% among 330,000 | AID 540336;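 active = inhibition of at least 50% in every replicate; inconclusive = best replicate reaches 50% inhibition but some replicates fall short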
Target sequence (Q5AAJ8 whole entry, looked up): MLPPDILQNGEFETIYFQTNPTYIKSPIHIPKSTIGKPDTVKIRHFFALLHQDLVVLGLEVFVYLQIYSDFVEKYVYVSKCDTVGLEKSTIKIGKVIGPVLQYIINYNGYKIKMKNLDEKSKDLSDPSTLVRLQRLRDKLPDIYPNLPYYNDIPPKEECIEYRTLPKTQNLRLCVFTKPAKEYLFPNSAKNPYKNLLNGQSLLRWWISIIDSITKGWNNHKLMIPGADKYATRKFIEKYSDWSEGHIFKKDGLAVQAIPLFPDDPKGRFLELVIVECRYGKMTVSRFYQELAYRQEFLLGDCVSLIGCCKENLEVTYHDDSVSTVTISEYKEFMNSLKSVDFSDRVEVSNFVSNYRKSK
PvdQ inh: P. aeruginosa PvdQ acylase inhibition | purified PvdQ acylase, fluorescence plate reader | inhibition, % at 10 µM | hit rate 0.063% among 340,000 | AID 488965; in the data active = inhibition above about 30%, passing the limit was not always enough; inconclusive = no clear call, values can overlap the other calls;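 also: 0% = vehicle neutral wells and 100% = reference inhibitor wells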
PfHsp90 yeast 2: inhibits growth of yeast expressing Plasmodium falciparum Hsp90; hit rate 0.32% among 310,000; S. cerevisiae expressing PfHsp90, BacTiter-Glo ATP, 48 h; yeast lacking PDR1 and PDR3 efflux regulators; inhibition, % at 9.4 µM;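 active = every replicate shows inhibition above about 80%, whatever the replicate mean, limit read from the data; inconclusive = mean inhibition reaches the set limit but some replicate falls short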;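 also: 0% = DMSO neutral controls and 100% = 20 µM radicicol positive controls; yeast relying on Plasmodium falciparum Hsp90 in place of its own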
* = called active by the depositor; ? = inconclusive; · = no result given; & = joins results of further samples.

entry	smiles	Ecoli viability	PfHsp90 yeast 2	Rtt109 HAT inh	CAL PDZ FP	Tat export inh	phage Ecoli inh	DAGLB inh	PvdQ inh	Wnt bcat act	AddAB inh
1	O=C(COC(=O)c1ccccc1C(=O)c1ccc(Cl)c([N+](=O)[O-])c1)NC1CCCCCC1	-4.3	·	9	-0.3	7	3.1	1	-8	-28	1.9
2	COc1cc(NC(=O)c2cc(=O)[nH]c3ccc(S(=O)(=O)N4CCOCC4)cc23)cc(OC)c1	·	-7	4	-1.7	0	1.4	3	-14	-2	·
3	Cc1ccc(NC(=S)N(CCN(C)C)Cc2cc3cc(C)ccc3[nH]c2=O)cc1	3.0	4	10	-0.1	8	4.2	3	6	1	0.2
4	CN(CC(=O)Nc1ccccc1Cl)C(=O)c1ccc(N2C(=O)CCC2=O)cc1	·	·	-2	-1.9	2	-0.3	-2	-5	-3	·
5	CCOc1ccc(-c2cc(CCCC(=O)NCCC(C)C)no2)cc1	-3.2	-35	-3	-3.1	3	2.5	-2	-15	11	-1.2
6	CC(NC(=O)C(CC(=O)OC(C)(C)C)NC(=O)OC(C)(C)C)C(N)=O (configuration not stated)	0.2	-11	1	-0.2	-1	0.4	0	-4	·	-1.7
7	Cc1ccc(C)c(N2CCN(C(=O)Nc3ccc4c(c3)N(C)C(=O)CS4)CC2)c1	-3.6	-28	-2	-2.3	2	2.3	1	-12	-6	0.7
8	COc1ccc(CCC(=O)NCCOc2ccccc2Cl)cc1	-4.0	-14	16	-0.5	-5	3.4	-1	-13	16	4.5
9	O=C(NC1CCCCC1)C(c1ccncc1)N(CC1CCCO1)C(=O)C(F)(F)F (configuration not stated)	0.8	·	-7	-2.2	-8	1.2	1	-8	-1	1.5
10	COc1ccc(CCN(C)C(=O)Cc2ccc(-c3ccccc3)cc2)cc1OC	-1.8	-20	13	0.0	10	3.0	-4	4	-5	2.5
11	Nn1cnc2sc3c(c2c1=O)CCC3	0.3	12	-6	-0.8	-3	1.8	3	-13	·	4.2
12	Cc1cccc(OCCCn2c(=O)sc3ccccc32)c1	-2.6	5	-7	-1.2	4	3.5	-10	-3	·	1.0
13	CCOC(=O)c1cnc(SCC(=O)Nc2cc(C(F)(F)F)ccc2N2CCOCC2)nc1N	0.0	-18	-3	-0.3	-7	2.9	-2	-3	-3	3.4
14	O=C(Nc1nccs1)c1ccc(N2C(=O)[C@@H]3[C@H](C2=O)[C@H]2C=C[C@@H]3C2)cc1	-1.2	26	-3	-0.5	-1	0.3	0	9	29	-0.7
15	CC(=O)c1ccc(NC(=O)C2CCC(C)NC2=O)cc1 (configuration not stated)	1.6	·	2	-0.4	-6	3.2	1	-5	·	3.9
16	CCOC(=O)Cn1cc(C#N)c2ccccc21	0.6	-2	2	-1.8	-6	2.9	2	-18	-3	1.8
17	CCOC(=O)c1c(C)n(C)c2ccc(OC(=O)c3ccc([N+](=O)[O-])cc3)cc12	-0.6	-36	9	-0.4	1	2.1	-4	-15	·	2.0
18	CCCCC(=O)NC(=S)Nc1cccc(Cl)c1N1CCCCC1	2.3	-43	12	-0.7	0	6.0	-27	6	-2	2.9
19	CC1(C(=O)NC2CCCCC2)CCC(=O)N1Cc1cccs1 (configuration not stated)	-0.1	-1	-17	0.0	-17	-0.1	-2	-10	-2	-0.2
20	Cc1ccc(-n2c(SCC(=O)N3CCOCC3)nc(O)cc2=O)cc1	·	4	-25	-2.3	-6	-0.6	-3	13	7	·
21	COc1ccc(N(CC(=O)Nc2ccc(F)c(F)c2)S(=O)(=O)c2c(C)n[nH]c2C)cc1	-1.2	-27	6	-2.8	-2	1.0	-2	-8	1	2.7
22	COc1ccc(-c2nn(C)c(=O)c3ccccc23)cc1NS(C)(=O)=O	0.6	5	-1	-2.6	-2	2.2	-1	-9	9	3.9
23	O=C(CCl)NCCCN(C(=O)C(Cl)Cl)c1ccc([N+](=O)[O-])cc1	-0.7	2	6	-1.1	-4	2.1	1	-10	3	-0.5
24	CC(C)OC(=O)C1C(=O)CC(C)(O)C(C(=O)OC(C)C)C1c1cccc(O)c1 (configuration not stated)	0.5	9	3&4	-0.5	-1&1	1.5	-2	-8&-3	0	1.8
25	O=C(COc1cccc(C(F)(F)F)c1)Nc1ccc2[nH]ncc2c1	-2.1	-3	-3	-1.1	4	0.1	-1	-22	-3	2.0
26	Cc1ccc2c(c1)c(-c1csc(N)n1)c(C)n2C	-2.2	5	0	0.8	-3	-0.2	2	-2	2	0.7
27	O=C(N/N=C/c1ccc2c(c1)OCO2)c1sc2cccc(Cl)c2c1Cl	1.6	·	-5	1.3	-12	0.4	-4	1	·	1.1
28	Cc1cc(NC(=O)CSc2nnnn2-c2ccccc2F)no1	0.8	-14	3	-1.7	7	2.2	-2	-9	-2	-0.4
29	COc1cccc(/C=C2\SC(=S)N(NS(=O)(=O)c3ccc(C)cc3)C2=O)c1OC	2.5	-5	2	-3.6	-1	2.0	17	-8	1	3.3
30	CCCCSc1nc(O)c(C2OC(=O)c3c2ccc(OC)c3OC)c(=O)n1C (configuration not stated)	-0.8	·	8	0.2	8	4.0	1	-2	·	-0.2
31	CC(C)(Oc1ccc(Cl)cc1)C(=O)NCc1ccco1	0.4	-4	0	-0.4	-5	3.6	4	-11	-6	-1.0
32	CCCCCCCC(=O)O	1.3	-3	-9	-0.2	-4	4.6	0	-11	-2	1.4
33	C=C1[C@@H](O)[C@H](CC(C)C)N(Cc2ccccc2Br)S1(=O)=O	·	2	-1	-1.1	6	3.3	8	-20	3	·
34	C/C=C(/C)C(=O)Nc1cccc(C2=NOC3(C2)C[C@@H](C(N)=O)N(C(=O)C2(C)CC2)C3)c1 (some centres not stated)	2.6	2	-6	-0.5	-8	2.2	0	3	0	4.1
35	Cc1cc(Cl)ccc1OCCCC(=O)N1CCOCC1	-1.3	·	-2	·	1	3.2	-1	-13	?	2.9
36	COc1cccc(N(C(=O)Cn2nnc(-c3cccs3)n2)C(C(=O)NC2CCCCC2)c2ccncc2)c1 (configuration not stated)	-1.9	-87	-9	-2.3	1	1.9	-1	-10	·	3.6
37	CCCCC1=CC2=C(c3ccco3)C(=O)C(C)(OC(=O)c3ccc(OC)cc3)C(=O)C2=CN1CCCCO (configuration not stated)	-1.0	-18	-2	-0.2	-5	1.8	-4	-11	-4	2.2
38	COc1ccc(/C=N/NC(=O)c2ccc3c(c2)OCCO3)c(OC)c1	-2.6	-5	9	-3.6	-4	-1.7	-1	-8	4	0.1
39	CN(C)/C=C/C(=O)c1cnc(-c2ccc(Cl)cc2)s1	-0.6	22	5	-1.2	1	5.0	·	-1	13	-2.6
40	CCOC(=O)c1[nH]c2ccccc2c1NC(=O)c1ccc(S(=O)(=O)N2CCCCC2)cc1	-2.1	6	2	0.5	-5	-2.2	-2	6	-3	-1.7
41	S=C(NN=C1CCCCCC1)Nc1ccc(Cl)cc1	-3.0	11	-3	-1.1	-5	0.5	-1	-16	-3	0.3
42	O=C(Cn1ncc2c(=O)oc3ccccc3c21)N(Cc1ccco1)C1CCCCC1	-1.3	11	5	-1.3	-2	2.9	1	-3	-4	0.2
43	O=C1c2cccc3cccc(c23)C(=O)N1CC1CCN(CC(O)COCc2ccc3c(c2)OCO3)CC1 (configuration not stated)	0.9	3	11	-2.9	0	-1.3	-1	-10	-4	2.0
44	O=C(NC(=S)N(CCc1ccccc1)CCc1ccccc1)c1ccco1	-4.5	-59	20	-2.9	6	1.0	-3	7	-7	-2.4
45	CCCn1c(-c2cccc(F)c2)nc2c1c(=O)[nH]c(=O)n2Cc1ccccc1	-0.1	-18	-3	-2.3	-3	0.4	-1	0	-1	2.9
46	CCc1nc2ccccc2nc1N1CCN(S(=O)(=O)c2ccc(Cl)cc2)CC1	1.6	9	1	-0.3	1	0.8	-11	-8	-2	0.4
47	CCCC(NCC(=O)Nc1cc(S(=O)(=O)N2CCOCC2)ccc1OC)c1ccccc1 (configuration not stated)	-3.2	9	22	-0.9	4	0.4	-1	-2	-1	-1.3
48	CC(=O)Nc1ccc(NC(=O)C/C(C)=N/NC(=O)C(=O)Nc2ccc(C)c(Cl)c2)cc1	-1.8	-2	2	0.2	-2	4.2	-1	-5	-4	2.0
49	CCOC(=O)C(CCCCCCC(NC(C)=O)(C(=O)OCC)C(=O)OCC)(NC(C)=O)C(=O)OCC	1.6	9	5	1.1	-3	0.7	-1	16	1	0.9
50	CN(C)c1nc(OCCNC(=O)COc2ccc(Cl)cc2Cl)nc(N2CCOCC2)n1	-2.3	·	·	-1.7	0	1.8	-3	-16	-6	1.1
51	CC(C)NC(=O)NC(=O)CN1C(=O)NC(Cc2c[nH]c3ccccc23)C1=O (configuration not stated)	2.5	23	·	0.1	-13	2.7	2	-11	0	1.2
52	CN(CCC#N)C(=S)Nc1ccc(F)cc1	-1.8	9	0	0.3	-9	1.7	·	-9	-1	1.3
53	Cc1ccc(C(=O)CSc2nnc(CNc3ccc(C)cc3C)o2)cc1	-1.2	7	3	-0.7	-5	2.0	1	-6	-1	3.8
54	CCC1CCCCN1CCCNC(=O)Cn1c2ccccc2c2nc(=O)cc(C)n21 (configuration not stated)	0.1	24	6	-3.8	2	4.7	-3	-7	2	3.4
55	COc1ccc(/C=N/n2cncn2)cc1COc1ccc(NC(C)=O)cc1	0.4	-4	-3	-2.2	-5	2.4	0	-7	·	2.4
56	Cc1ccc(CNC(=O)C2CCCN2S(=O)(=O)c2ccc(Cl)cc2)cc1 (configuration not stated)	0.6	9	0	-0.1	0	2.9	-3	2	0	1.9
57	N#Cc1cc2c(nc1SCC(=O)N1CCCCC1)CCCC2	-1.4	6	-3	-1.5	7	-0.2	-5	-9	6	-1.0
58	COc1ccc(-n2cc(-c3ccccc3)c3c(=S)nc[nH]c32)cc1	0.0	-39	8	-2.0	-1	0.6	1	4	-2	3.5
59	CCNC(=S)N1CCC(NC(=O)C2CCCCC2)CC1	-0.2	44	2	-1.6	-1	4.5	0	-4	·	-1.2
60	CCC(C)NC(=O)CCNS(=O)(=O)c1ccc(Br)cc1 (configuration not stated)	-2.0	·	-6	-1.4	0	3.6	1	-8	·	0.8

Going on with the list.
entry	smiles	Ecoli viability	PfHsp90 yeast 2	Rtt109 HAT inh	CAL PDZ FP	Tat export inh	phage Ecoli inh	DAGLB inh	PvdQ inh	Wnt bcat act	AddAB inh
61	Cc1cc(C)n2nc(SCC(=O)Nc3ccc(O)cc3)nc2n1	-1.7	22	-9	-2.0	5	0.2	-1	5	-2	3.4
62	C[C@H](CO)N1C[C@H](C)[C@@H](CN(C)C)Oc2c(NC(=O)c3ccncc3)cccc2C1=O	-1.1	-20	4	0.3	-14	2.5	-1	-2	0	-3.4
63	O=C(CSc1nc2ccccc2c(=O)n1-c1ccc(F)c(Cl)c1)Nc1cccc(S(=O)(=O)N2CCOCC2)c1	1.2	0	3	-0.4	-3	3.1	-3	-3	-1	2.8
64	COc1ccc2cc(S(=O)(=O)N3CCCCCC3)ccc2c1	-0.7	-22	-4	-1.2	4	5.0	-7	6	-1	2.7
65	CC[C@H](C)[C@H]1CNC(=S)N1CC1CCN(CCCC2CCCC2)CC1	·	6	-14	-0.3	0	3.3	-2	-10	-2	·
66	COc1ccc(C(=O)/C=C/c2ccccc2)c(OC)c1	1.0	1	3	0.2	12	1.0	-5	0	1	5.0
67	Cc1ccc(OCC(=O)NCCNC(=O)c2ccco2)cc1C	2.0	4	-1	-2.3	15	-0.8	2	-4	-1	2.8
